# Compound activity from PubChem BioAssay.
# CendR NRP1 mod – alters CendR peptide binding to human NRP-1 | O14786 | FAM-RPARPAR peptide binding to NRP-1, fluorescence polarization | inhibition, % at 25 µM | 0.85% of 360,000 active | AID 602438;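 active = inhibition or corrected inhibition above about 18%, plus a signal ratio from 0.5 to 1.5, limit read from the data, passing the limit was not always enough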; also: strong numbers were not always called active
# E coli Lon inh – E. coli protease La inhibition. P0A9M0. inhibition, % at 7.94 µM. 0.42% of 360,000 active. purified E. coli Lon protease, fluorescence polarization; in the data active = inhibition above about 13%, passing the limit was not always enough;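 also: 0% = enzyme with probe and DMSO and 100% = no enzyme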
# Target sequence (P0A9M0 whole entry, looked up): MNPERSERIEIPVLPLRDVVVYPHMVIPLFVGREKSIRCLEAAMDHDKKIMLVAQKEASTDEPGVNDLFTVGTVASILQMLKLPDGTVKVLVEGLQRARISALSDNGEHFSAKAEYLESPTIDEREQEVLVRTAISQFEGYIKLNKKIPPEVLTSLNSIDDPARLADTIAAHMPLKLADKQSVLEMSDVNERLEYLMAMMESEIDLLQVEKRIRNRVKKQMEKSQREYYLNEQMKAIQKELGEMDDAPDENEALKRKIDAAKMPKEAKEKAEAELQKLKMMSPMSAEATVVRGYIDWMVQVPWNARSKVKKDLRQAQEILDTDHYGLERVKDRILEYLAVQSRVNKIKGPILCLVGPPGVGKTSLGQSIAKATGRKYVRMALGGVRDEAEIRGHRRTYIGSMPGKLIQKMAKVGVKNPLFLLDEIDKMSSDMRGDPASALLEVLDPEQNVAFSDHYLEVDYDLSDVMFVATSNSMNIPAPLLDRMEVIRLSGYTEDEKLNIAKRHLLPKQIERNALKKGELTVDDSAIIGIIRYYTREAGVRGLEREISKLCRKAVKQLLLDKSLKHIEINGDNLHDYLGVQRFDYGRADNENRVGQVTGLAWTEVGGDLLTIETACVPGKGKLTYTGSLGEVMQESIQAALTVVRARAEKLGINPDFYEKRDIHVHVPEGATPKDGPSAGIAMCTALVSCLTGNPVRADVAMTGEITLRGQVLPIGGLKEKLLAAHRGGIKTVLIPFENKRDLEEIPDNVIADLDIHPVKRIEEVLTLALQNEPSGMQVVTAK
# MsrA act – activators of bovine methionine sulfoxide reductase A; purified bovine MsrA, absorbance read-out; activation, % at 10.6 µM; 0.3% of 360,000 active; AID 602163; in the data active = activation above about 7.5%;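 also: 0% = vehicle and 100% = reference activator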
# MT1-MMP act inh – blocks activation of human MT1-MMP | P50281 | HT1080 RFP-PRO-GFP cells, GFP/RFP ratio fluorescence, overnight; percent of plate control window, DMSO zero | GFP/RFP ratio change, % at 20 µM | 0.061% of 360,000 active | AID 651647;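 active = GFP/RFP ratio change of at least 30% with cell ATP level not reduced by more than half and red fluorescence within 50% of control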; also: strong numbers were not always called active
#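 Test system: HT1080 RFP-PRO-GFP cells; Benchmarks: DMSO and RFP-L50D-GFP cell wells; Timing: cells overnight before dosing, compound overnight, 37 °C, 5% CO2; Compound: one 20 µM compound dose with 1% DMSO; Read-out: GFP/RFP fluorescence ratio.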
# SKN-1 inh – C. elegans SKN-1 inhibition; AID 624304; inhibition, % at 21.8 µM; 0.49% of 360,000 active; C. elegans VP596 Pgst-4::GFP/RFP ratio, acrylamide-induced, 24 h;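 active = interference check ratio from 0.5 to 1.5 plus GFP to RFP signal ratio inhibition reaching or exceeding a fixed threshold, cut at about 30% in these data, passing the limit was not always enough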; also: some compounds called inactive have numbers as strong as hits
# Rin1-Abl PPI inh – blocks binding of human Rin1 to Abl | P00519+Q13671 | TR-FRET Rin1/Abl binding, biochemical | inhibition, % at 7.35 µM | 0.4% of 360,000 active; in the data active = inhibition above about 5%, passing the limit was not always enough
# Neddyl block – cullin neddylation inhibition; TR-FRET cullin neddylation, biochemical; 0.58% of 360,000 active; calls only at 25 µM; P61081+Q13564; in the data active = inhibition above about 36%
# MsrA inhibitor – bovine MsrA inhibition. purified bovine MsrA, absorbance read-out. inhibition, % at 15.5 µM. 0.75% of 360,000 active. AID 651718; in the data active = inhibition above about 4.5%;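 also: 0% = vehicle wells with enzyme and 100% = reference inhibitor wells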
# FAS TE block – FAS thioesterase (human) inhibition; AID 602261; 0.67% of 360,000 active; recombinant FAS-TE, OMFH fluorogenic substrate, fluorescence endpoint; inhibition, % at 15 µM;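 active = compounds whose normalised, plate-corrected inhibition of enzyme fluorescence in the single-dose primary screen is 50% or more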;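 also: 0% = DMSO with enzyme and 100% = substrate without enzyme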
# * marks the source's active call; other numbers are inactive results; i = inactive; / = no result given; + = active, no number.
SMILES,CendR NRP1 mod,E coli Lon inh,MsrA act,MT1-MMP act inh,SKN-1 inh,Rin1-Abl PPI inh,Neddyl block,MsrA inhibitor,FAS TE block
O=S(=O)(NCCNS(=O)(=O)c1ccccc1)c1ccccc1,13,0,-1,-1,10,-2,i,-0.2,-7
Brc1ccc(-c2c[n+]3c(n2-c2ccccc2)SCC3)cc1,-5,7,-2,0,-11,3,i,-0.8,-9
COc1ccc(/C=N/NC(=O)c2ccn[nH]2)cc1CSc1ccccn1,18,-4,-3,-2,16,0,i,1.2,-10
CCCc1cc(=O)[nH]c(SCC(=O)N2c3ccccc3CC2C)n1 (configuration not stated),4,-10,-3,-1,-7,3,i,0.7,-4
Fc1ccc(C2CC(c3cccs3)=NN2C(=S)Nc2ccccc2)cc1 (configuration not stated),-3,4,-11,-1,0,4,i,2.7,27
CCOC(=O)N1CCN(CC(O)COc2ccccc2C(C)(C)C)CC1 (configuration not stated),-5,-5,-2,3,2,0,i,-1.5,-4
Cc1ccc(/C=N\NC(=O)c2cc([N+](=O)[O-])cc([N+](=O)[O-])c2)o1,-14,3,0,6,10,-3,i,1.8,14
Cc1cccc(C2=NN(c3ccccc3)[C@H](CO)[C@H]2c2ccc(Cl)cc2)c1,-44,-11,7,-1,13,-3,/,0.2,26
COc1ccc(N2CCN(C(=O)c3ccc(NS(=O)(=O)c4cccc(F)c4)cc3)CC2)cc1,13,2,-1,6,-9,2,i,-0.1,0
CC(C)n1c(=O)n(CC(=O)NCC2CCCO2)c(=O)c2c3c(sc21)COC(C)(C)C3 (configuration not stated),-3,11,-3,-3,2,4,i,0.1,-3

# Some entries already given, showing only MsrA inhibitor and Rin1-Abl PPI inh.
SMILES,MsrA inhibitor,Rin1-Abl PPI inh
CCCc1cc(=O)[nH]c(SCC(=O)N2c3ccccc3CC2C)n1 (configuration not stated),0.7,3
CC(C)n1c(=O)n(CC(=O)NCC2CCCO2)c(=O)c2c3c(sc21)COC(C)(C)C3 (configuration not stated),0.1,4
COc1ccc(N2CCN(C(=O)c3ccc(NS(=O)(=O)c4cccc(F)c4)cc3)CC2)cc1,-0.1,2
Fc1ccc(C2CC(c3cccs3)=NN2C(=S)Nc2ccccc2)cc1 (configuration not stated),2.7,4
Brc1ccc(-c2c[n+]3c(n2-c2ccccc2)SCC3)cc1,-0.8,3

# Further records
SMILES,CendR NRP1 mod,E coli Lon inh,MsrA act,MT1-MMP act inh,SKN-1 inh,Rin1-Abl PPI inh,Neddyl block,MsrA inhibitor,FAS TE block
O=C(CCNC(=O)c1ccc(Br)o1)NCc1ccccc1Cl,4,6,-3,-1,-1,3,i,-0.9,-6
CC1CCCN(CC(O)COc2ccc(Cl)cc2)C1 (configuration not stated),-10,3,1,7,0,1,i,1.0,-10
COc1cc(OC)c(C2=NOC(C(=O)NCc3cccs3)C2)cc1Cl (configuration not stated),6,0,-2,-2,7,-2,i,-0.3,45
CCN1C(=O)c2cccc3c(NC(=O)c4cccc(N5C(=O)CCC5=O)c4)ccc1c23,7,-4,-1,5,-5,-5,i,1.2,-8
CCOC(=O)C1=CCN(S(=O)(=O)c2ccccc2C)C1c1ccc(Br)cc1 (configuration not stated),21,-8,1,5,-2,0,i,-0.3,24
CCOC(=O)c1cnc(Cc2ccccc2)[nH]c1=O,10,2,-2,1,15,0,i,-1.3,-3
COC(=O)/C(C#N)=C/c1cc(C)sc1C,14,2,-2,-2,15,-1,i,1.2,-3
O=S(=O)(Nc1ccc2c(c1)nc1n2CCOC1)c1ccccc1,-12,0,0,4,10,-6,i,-1.3,-6
O=C(Nc1cc2c3c(c1)C1CCCC1CN3CC1CCCC21)c1ccccc1 (configuration not stated),-3,-10,-1,-8,18,0,+,1.7,-10
COc1ccc(OC)c(/C=C/C(=O)OCC(=O)N2CCCCC2)c1,3,-6,-3,-1,3,-2,i,0.1,-6
O=C(COc1ccc(S(=O)(=O)N2CCCCC2)cc1)N1CCCC1,-10,-2,-3,2,-6,3,i,0.3,-7
Cc1ccccc1S(=O)(=O)NC(=O)C1(C)CCN1C(=O)C1(c2ccc(Cl)cc2)CCC1 (configuration not stated),-4,-6,-3,-1,3,2,i,-0.6,-7
CC(=O)Nc1cc2c(cc1Cl)-c1ccc(F)cc1C2O (configuration not stated),-4,-7,-2,3,-1,-1,i,-0.3,-5
COc1ccc(-n2nc3cc(C)c(N)c(Br)c3n2)cc1,-12,-3,-4,-6,5,-2,i,2.8,11
Cn1c2ccccc2c2cnn(CC(=O)NCCCN3CCN(c4ccccc4F)CC3)c(=O)c21,11,0,-1,1,11,-2,i,0.5,-1
CCOc1ccc(OCC(O)CN2CCN(S(=O)(=O)c3cccc(C(F)(F)F)c3)CC2)cc1 (configuration not stated),7,-4,1,5,11,0,i,0.3,6
OC(COCc1ccccc1)CN1CCc2ccccc2C1 (configuration not stated),-3,-1,-3,4,-2,0,i,0.1,-8
CSc1ncccc1C(=O)NCC(c1ccco1)N1CCCCC1 (configuration not stated),0,3,4,-2,8,0,i,0.3,-5
Cn1ccc(=NC=C(C#N)C#N)c2ccccc21,18,-7,-4,-12,-5,-4,i,0.6,1
CCC(C)(C)n1nnnc1C(c1ccc(C)cc1)N1CCN(C(=O)c2ccco2)CC1 (configuration not stated),8,4,-1,-4,15,1,i,1.3,8
FC(F)Oc1ccc(N=C2SCC3CCCCN23)cc1 (configuration not stated),9,1,0,2,11,2,i,0.6,8
COc1ccc(-c2nc3c(s2)CCc2onc(-c4ccc(OC)cc4)c2-3)cc1,-6,3,-6,-9,-13,3,i,-0.5,24
CCOc1ccc(NC(=O)CCSc2ccc(C)cc2)cc1,-13,-4,-1,-1,-3,-1,i,-0.9,7
CCN1CCN(c2ccc(NC(=O)COc3ccc([N+](=O)[O-])cc3)cc2)CC1,4,-1,-4,-2,-7,-6,i,0.2,13
CC(=O)SCC(=O)N=c1sc2cc(F)ccc2n1C,5,-9,-10,-2,-5,1,i,-0.1,-7
O=S(=O)(c1cccc(Cl)c1)N1CCCC1,-8,-10,-3,-3,-13,4,i,/,-1
CCOc1ccccc1OCCCOc1ccc(C)cc1Cl,21,-8,-4,-5,24,-1,i,0.5,25
O=C(c1ccc2c(=O)n(Cc3ccc(Cl)cc3)c(=S)[nH]c2c1)N1CCCC1,-5,-2,-5,5,-13,5,i,-1.0,-6
Cc1ccc(/C=N/NC(=O)c2ccncc2)o1,14,-3,-2,6,0,0,i,5.7*,-7
CCCCN1C(=O)NC(c2ccc(OC)cc2)C(C(=O)OCc2ccccc2)=C1C (configuration not stated),12,-2,-8,0,17,2,i,0.1,22

# 2 compounds drawn at random from those above, as already listed:
SMILES,CendR NRP1 mod,E coli Lon inh,MsrA act,MT1-MMP act inh,SKN-1 inh,Rin1-Abl PPI inh,Neddyl block,MsrA inhibitor,FAS TE block
FC(F)Oc1ccc(N=C2SCC3CCCCN23)cc1 (configuration not stated),9,1,0,2,11,2,i,0.6,8
Cc1ccc(/C=N/NC(=O)c2ccncc2)o1,14,-3,-2,6,0,0,i,5.7*,-7

# Other structures:
SMILES,CendR NRP1 mod,E coli Lon inh,MsrA act,MT1-MMP act inh,SKN-1 inh,Rin1-Abl PPI inh,Neddyl block,MsrA inhibitor,FAS TE block
Cc1nc(C(=O)N2CCC(C)(C(=O)NS(=O)(=O)C3CC3)C2)c(C)o1 (configuration not stated),-8,-2,-6,0,9,1,i,-0.9,-3
Cc1cc(=O)n(Cc2ccccc2)c2ccccc12,4,-7,-2,2,2,2,i,-0.6,-3
CCOC(=O)C(C(=O)Nc1ccc(C)cc1)C1CCCCC1 (configuration not stated),2,5,-12,-8,-21,-2,i,-0.9,8
O=C(COc1ccc(F)cc1)Nc1cc(Cl)ccc1-n1cncn1,-7,1,-5,2,4,5,i,2.4,2
CCOC(=O)N1CCN(Cc2cc(=O)oc3ccc4ccccc4c23)CC1,5,-10,-2,-4,-2,-1,i,0.5,10
CCC(C)CN1C(=O)CSCC1(C)C(=O)Nc1ccc2c(c1)OCCO2 (configuration not stated),22,/,/,2,2,/,i,0.2,/
NC(=O)c1ccc(NC(=O)COC(=O)C23CC4CC(CC(C4)C2)C3)cc1,-6,-1,1,-4,-3,0,i,1.3,-6
CC(=O)Nc1ccc(NC(=O)C(C)OC(=O)c2ccc(N(C)C)cc2)cc1 (configuration not stated),13,9,-7,2,-4,5,i,1.1,-3
CCOC(=O)N1CCC(N(CCN(C)C)C(=S)Nc2cc(Cl)ccc2C)CC1,-11,-7,-1,4,4,0,i,-0.8,0
COC(CNC(=O)c1ccc2nc(-c3cccs3)c(-c3cccs3)nc2c1)OC,-9,2,-2,-5,2,-3,i,-0.4,8

# Given with each value named: entries from further up
CC(=O)Nc1ccc(NC(=O)C(C)OC(=O)c2ccc(N(C)C)cc2)cc1 (configuration not stated)
  CendR NRP1 mod: 13	E coli Lon inh: 9	MsrA act: -7	MT1-MMP act inh: 2	SKN-1 inh: -4	Rin1-Abl PPI inh: 5	Neddyl block: i	MsrA inhibitor: 1.1	FAS TE block: -3
CCOC(=O)C(C(=O)Nc1ccc(C)cc1)C1CCCCC1 (configuration not stated)
  CendR NRP1 mod: 2	E coli Lon inh: 5	MsrA act: -12	MT1-MMP act inh: -8	SKN-1 inh: -21	Rin1-Abl PPI inh: -2	Neddyl block: i	MsrA inhibitor: -0.9	FAS TE block: 8
O=C(COc1ccc(F)cc1)Nc1cc(Cl)ccc1-n1cncn1
  CendR NRP1 mod: -7	E coli Lon inh: 1	MsrA act: -5	MT1-MMP act inh: 2	SKN-1 inh: 4	Rin1-Abl PPI inh: 5	Neddyl block: i	MsrA inhibitor: 2.4	FAS TE block: 2
NC(=O)c1ccc(NC(=O)COC(=O)C23CC4CC(CC(C4)C2)C3)cc1
  CendR NRP1 mod: -6	E coli Lon inh: -1	MsrA act: 1	MT1-MMP act inh: -4	SKN-1 inh: -3	Rin1-Abl PPI inh: 0	Neddyl block: i	MsrA inhibitor: 1.3	FAS TE block: -6

# (list continues)
SMILES,CendR NRP1 mod,E coli Lon inh,MsrA act,MT1-MMP act inh,SKN-1 inh,Rin1-Abl PPI inh,Neddyl block,MsrA inhibitor,FAS TE block
O=C(c1ccco1)N(Cc1ccc([N+](=O)[O-])cc1)c1ccc(Cl)cc1,-8,-9,3,5,-2,-1,i,1.3,25
CC(C)CN(C(=O)c1ccc(C(F)(F)F)cc1)c1c(N)n(CC(C)C)c(=O)[nH]c1=O,9,1,-1,-1,2,0,i,-0.2,-3
O=C1c2ccccc2S(=O)(=O)c2cc(C(=O)N3CCC(O)CC3)ccc21,-2,-13,0,3,6,-3,i,1.6,-12
COc1ccc(NC(=O)c2cn(-c3ccccc3)nc2-c2cc3ccccc3o2)cc1,0,1,-1,-4,30,0,i,-0.2,33
O=c1[nH]c2ccccc2n1CCCN1CCCCC1,6,-1,-2,1,3,6,i,1.3,-3
COc1cccc(Nc2nc(Nc3ccc(Cl)c(C(=O)O)c3)nc(C)c2[N+](=O)[O-])c1,-5,4,-6,5,-13,1,i,0.7,33
COc1cccc(C2(c3cccc(OC)c3)CC2C(=O)Nc2ccc(F)cc2)c1 (configuration not stated),4,1,-2,-2,6,0,i,-1.1,9
Cc1cccc(OCCC(=O)OCC(=O)Nc2c(C)nn(-c3ccccc3)c2C)c1,-4,-5,-2,3,-3,3,i,0.2,-2
CCc1cccc(NC(=O)CN(c2ccc(C)cc2)S(=O)(=O)c2c(C)noc2C)c1,-37,-3,-1,-3,3,-1,i,0.3,23
